From PubChem
hcGAS lum: human cGAS inhibition | inhibition, % at 12.5 µM | recombinant h-cGAS, ATP depletion, Kinase-Glo luminescence | 290,000 compounds, 0.081% hits;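 further: 0% = vehicle reaction and 100% = reaction without DNA for no activity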
Target sequence (Q8N884 whole entry, looked up): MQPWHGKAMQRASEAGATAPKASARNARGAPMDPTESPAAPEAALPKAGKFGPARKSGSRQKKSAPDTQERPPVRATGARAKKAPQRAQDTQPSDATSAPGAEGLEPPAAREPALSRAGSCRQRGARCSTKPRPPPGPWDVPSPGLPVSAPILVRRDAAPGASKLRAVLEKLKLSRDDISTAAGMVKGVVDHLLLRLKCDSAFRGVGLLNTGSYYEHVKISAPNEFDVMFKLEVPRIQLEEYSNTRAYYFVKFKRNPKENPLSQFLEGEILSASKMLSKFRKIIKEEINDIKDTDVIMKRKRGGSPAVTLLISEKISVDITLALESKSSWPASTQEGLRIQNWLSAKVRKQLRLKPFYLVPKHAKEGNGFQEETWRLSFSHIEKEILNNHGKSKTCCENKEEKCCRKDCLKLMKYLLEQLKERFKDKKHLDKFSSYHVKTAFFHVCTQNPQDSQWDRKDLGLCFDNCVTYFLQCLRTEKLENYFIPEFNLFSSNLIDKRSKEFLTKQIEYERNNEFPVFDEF
mcGAS inh: inhibitors of mouse cGAS; recombinant cGAS, Kinase-Glo ATP depletion luminescence; inhibition, % at 12.5 µM; 160,000 compounds, 0.15% hits; AID 1259399;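 further: 0% = negative control wells and 100% = reference inhibitor with no enzyme activity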
NPYLR7 agonist: activates Aedes aegypti NPYLR7 receptor | HEK293T NPYLR7/Galpha15, GCaMP6s calcium fluorescence | activation, % at 10 µM | 270,000 compounds, 0.15% hits; in the data active means activation above about 40%;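 further: 0% = vehicle and 100% = reference agonist at the receptor; some compounds past the cut are filed as inactive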
Active calls of the source: *; nt = not tested or not shown; & = joins results of further samples. Unless noted, no stated cut-off is given here; in the data, active means inhibition above about 40%; inactive means the rest.

compound | mcGAS inh | NPYLR7 agonist | hcGAS lum
CC(Sc1n[nH]c(=O)n1C1CC1)C(=O)N1CCCc2ccccc21 (stereo not drawn) | -10 | 0 | -14
NC(=O)CSc1nnc(-c2cccs2)o1 | -4 | 1 | -2
COc1ccc(C(C)=O)cc1CN(C1CC1)C(C)c1ccccc1F (stereo not drawn) | 4 | -4 | 9
COc1ccc(-c2ccc(SCC(N)=O)nn2)cc1 | -8 | 3 | -4
CC(NC(=O)CN(C)Cc1ccco1)c1ccc(F)cc1 (stereo not drawn) | -5 | 8 | -3
C=CCc1cccc2cc(C(=O)Nc3c(C)n(C)n(-c4ccccc4)c3=O)c(=O)oc12 | -4 | 20 | -4
Cc1ccn2c(NC(C)(C)CC(C)(C)C)c(-c3ccc(OC(=O)c4ccccc4)cc3)nc2c1 | -1 | -10 | -3
CC1CCc2nc3ccccc3c(C(=O)NCC3CCCO3)c2C1 (stereo not drawn) | nt | 3 | -9
C=CCN(CC(=O)N1CCc2sccc2C1COc1ccc(F)cc1)CC(O)COCC(C)C (stereo not drawn) | -6 | 13 | -4
O=C(CC1NC(=O)c2ccccc21)NCc1ccc2c(c1)CCCO2 (stereo not drawn) | -11 | 5 | -3
Cc1cccc(S(=O)(=O)NC(=O)C2(C)CCN2C(=O)Cc2cc(F)ccc2F)c1 (stereo not drawn) | nt | 3 | -12
CCOC(=O)[C@@H]1CN(C(=O)c2ccc(C(F)(F)F)cc2)[C@H]2c3cccc(C)c3O[C@@H]12 | 0 | 1 | 5
FC(F)(F)c1ccc2sc(NCc3nncn3C3CC3)nc2c1 | -13 | 4 | -8
CN(C)c1c(F)cc(NC(=O)c2cnn(C)c2)cc1F | nt | 4&10 | -5&-8
CC(=O)Nc1ccc(NC(=O)C(C2CCCC2)N2CCN(C(=O)c3cccc(C)c3)CC2)cc1 (stereo not drawn) | -4 | 3 | -2
CCOc1ccccc1N1CCN(C(=O)c2ccc(F)cc2)C(C)C1=O (stereo not drawn) | -3 | 14 | -5
CCOC(=O)N1CCN(C(c2ccc(F)cc2)C2Sc3nc(CC)nn3C2=O)CC1 (stereo not drawn) | -7 | -5 | -5
CCNC(=O)C(C)NC(=O)c1cc(-c2ccccc2)c(N2CCOCC2)s1 (stereo not drawn) | nt | -2 | 7
O=C(O)Cn1nc(-c2ccco2)oc1=O | -8 | 2 | -5
O=C(C1CCC1)N1CCCN(C2CCNCC2)CC1 | 0 | 3 | 2
CCOCC(=O)NCCc1csc2nc(-c3cccs3)nn12 | -6 | -10 | 0
CCNC(=O)C1(C)CCN1C(=O)CCc1cccc(Cl)c1 (stereo not drawn) | -7 | 3 | -15
COC(=O)C1C(=O)C2=C(CC1C)N=C(C)C(C(=O)OCCOC(C)C)C2c1cccs1 (stereo not drawn) | nt | -1 | -2
CC(C)C(NC(=O)c1ccco1)C(=O)N1CC(C)(C)C1(C)C (stereo not drawn) | nt | 6 | -9
O=c1n(CCOc2ccc(F)cc2)nc(C2CCNCC2)n1Cc1ccccc1 | -14 | 8 | -5
Cc1cccc(OCCN2CCN(c3ccc(S(=O)(=O)N4CCOCC4)cn3)CC2)c1 | -4 | 1 | -4
COc1ncccc1C(=O)N1CCC(CCC(=O)N2CCC(Cc3ccccc3)CC2)CC1 | nt | 4 | -7
CCCNC(=O)Cn1nc2c(c1NC(=O)c1ccc([N+](=O)[O-])o1)CSC2 | 9 | -9 | -4
COCc1ccc(CN2CCC(C(=O)Nc3cccc(-c4cccc(Cl)c4)c3)CC2)o1 | -8&-4 | 6&-3 | -5&-2
CN(CCOc1ccccc1)C(=O)C1(O)CCN(Cc2ccccc2)C1 (stereo not drawn) | nt | 14 | -6
Cc1ccccc1C(=O)N[C@@H]1CCCCC1NC(=O)C1CCN(C(=O)c2ccc([N+](=O)[O-])cc2)CC1 (stereo partly drawn) | -7 | 19 | -2
COc1cccc(C=CC(=O)Nc2nc(C)c(Cc3ccc4c(c3)OCO4)s2)c1 | -6 | 0 | -7
CCCc1ncncc1C(=O)N1CCC2(CCCO2)CC1 | -15 | 19 | -6
CN1CCN(N=C2C(=O)Nc3ccc([N+](=O)[O-])cc32)CC1 | -6 | 3 | -2
COc1cc(-c2nnc(NC(=O)CSc3nnc(N)s3)s2)cc(OC)c1OC | nt | -4 | -2
CNC(=O)CSc1nnc2[nH]c(=O)c3c(n12)CCCC3 | -8 | -6 | -4
C=C1c2c(Cl)ccc(O)c2C(O)=C2C(=O)[C@]3(O)C(=O)C(C(N)=O)C(=O)[C@@H](N(C)C)[C@@H]3[C@@H](O)C12 (stereo partly drawn) | nt | -4 | 13
COc1ccc(CCN(Cc2ccc(C)o2)C(=O)CN(CCN2CCCCC2)C(=O)Nc2ccccc2C)cc1OC | -4 | 2 | 1
CCSc1nccn1-c1cc(C)ccc1C | nt | 0 | -9
Cc1cc(N2CCN(C(=O)c3cccc(Cl)c3)CC2)nc(-c2cccc(F)c2)n1 | -5 | 19 | -4
CSc1nc(N2CCCCC2)c2cnn(CCNC(=O)c3ccc(F)c(F)c3)c2n1 | 0 | nt | 4
Cc1cc(C(=O)NC(c2ccccc2)c2ccccc2)n2nc(C(C)(C)C)cc2n1 | 59* | 21 | -3
O=C(COC(=O)c1ccc(Br)o1)NC(c1ccccc1)c1ccccc1 | nt | -3 | 0
CCc1nc2c(OCc3ccc(Cl)cc3)cccn2c1N(C=O)CC(=O)N(C)C | -2 | 13 | -4
Fc1ccc(Cn2ncc3c2CN(c2ccc4ccccc4n2)C3)cc1 | 2 | -11 | 0
CC1(C(=O)NS(=O)(=O)c2cccc(C#N)c2)CCN1C(=O)c1ccccc1 (stereo not drawn) | nt | 1 | -1
CCCCCN(CC(=O)Nc1cc(C(C)(C)C)nn1-c1ccc(OC)cc1)C(=O)Nc1ccc(Cl)cc1Cl | -5 | -1 | -3
O=S(=O)(Nc1ccc(Br)c2cccnc12)c1ccc(S(=O)(=O)N2CCOCC2)cc1 | nt | -2 | -12
CCOC(=O)C1=C(O)/C(=C\c2ccc(OC)c(OC)c2OC)SC1=Nc1cccc(F)c1 | -6 | 7 | -8
Cc1ccc(C(=O)NCCCNC(=O)c2ccccc2N)cn1 | nt | 20 | 0
COc1cccc(C2NC(=O)N(C)C3=C2C(=O)N(Cc2cccnc2)C3)c1 (stereo not drawn) | -1 | -4 | 2
OCCCCC1OC2CCCCC2C2=CCCCC21 (stereo not drawn) | -7 | 0 | -3
Cc1ccc(Cn2cnc3c(nnn3C)c2=O)cc1 | nt | 1 | -7
Cn1c(C(=O)NN2CCOCC2)ccc1-c1ccccc1 | nt | 0 | -1
CCCCCCC(=O)N1CCN(c2nc(CCC)nc3c2c(C)nn3-c2ccc(F)cc2)CC1 | -5 | -4 | 2
COc1ccc(-c2nc3ccccn3c2NC(=O)c2cc(OC)cc(OC)c2)cc1 | -8 | -11 | -6

Following part.
compound | mcGAS inh | NPYLR7 agonist | hcGAS lum
COc1cccc(CN(CC2CC(c3ccc(C)cc3)=NO2)C(=O)NC(C)C)c1 (stereo not drawn) | -3 | -12 | -5
N#CC(=Cc1ccccc1)S(=O)(=O)c1ccc(F)cc1 | -2 | 0 | -4
CS(=O)Cc1cccc(C(=O)OC2CC3CCC2(C)C3(C)C)c1 (stereo not drawn) | nt | 4 | -6
Oc1c(C(c2ccncc2)N2CCOCC2)ccc2cccnc12 (stereo not drawn) | nt | 4 | 8
CCCN(CCc1cccc(F)c1)c1nn2c(=O)ccnc2s1 | nt | 2 | -4
COc1cccc(/C=C2/SC(=Nc3ccccc3Cl)NC2=O)c1 | nt | -4 | -5
COc1ccccc1-c1cccc(C(=O)N(C)Cc2cnc(N)nc2)c1 | -8 | 3 | -1
O=C1OCCC1Nc1ccccc1Oc1ccccc1 (stereo not drawn) | nt | -2 | 3
Cn1c(-c2nc(C(=O)NCCCn3ccnc3)cs2)cc2ccccc21 | nt | 3 | 2
O=C(O)c1cc(Cl)sc1Cl | 1 | -3 | 4
CCC(=O)Oc1ccc2c(=O)c(-c3ccccc3OC)coc2c1 | -4 | -2 | -7
Fc1ccc(-c2nnc(SCc3ccc(Br)cc3)n2-c2ccccc2)cc1 | -5 | nt | -3
COc1cc2c(cc1OC)C(CC(=O)Nc1c(C)cc(C)cc1C)=NC(C)(C)C2 | -8 | -11 | -7
O=C(Cc1c[nH]c2ccccc12)Nc1ccc(Nc2cc(-n3ccnc3)ncn2)cc1 | -11 | -15 | -4
CN1c2cc(O)c(N=NC(N)=O)cc2CC1S(=O)(=O)O (stereo not drawn) | -3 | -4 | -1
O=C(NC1CCN(Cc2ccccc2)C1)c1ccc2nc(-c3ccccc3)c(-c3ccccc3)nc2c1 (stereo not drawn) | nt | -9 | -1

Part of the list above with just hcGAS lum.
SMILES | hcGAS lum
Fc1ccc(-c2nnc(SCc3ccc(Br)cc3)n2-c2ccccc2)cc1 | -3
COc1cc2c(cc1OC)C(CC(=O)Nc1c(C)cc(C)cc1C)=NC(C)(C)C2 | -7
O=C(Cc1c[nH]c2ccccc12)Nc1ccc(Nc2cc(-n3ccnc3)ncn2)cc1 | -4
CN1c2cc(O)c(N=NC(N)=O)cc2CC1S(=O)(=O)O (stereo not drawn) | -1
O=C(NC1CCN(Cc2ccccc2)C1)c1ccc2nc(-c3ccccc3)c(-c3ccccc3)nc2c1 (stereo not drawn) | -1

More entries follow.
compound | mcGAS inh | NPYLR7 agonist | hcGAS lum
CN1CC(=O)N2C[C@H](NC(=O)CCc3cccnc3)C[C@H]2C1=O | -10 | -1 | -1
CSc1ccccc1C(=O)NCCn1ncc2c(=O)n(Cc3ccccc3C)cnc21 | -10 | -5 | -5
CCOc1cccc2cc(C(=O)NC(C)(C)C)c(=O)oc12 | -7 | -5 | -5
Cc1nc2c(=O)n(CCc3ccccc3)nc(-c3ccccc3)c2s1 | 0 | 11 | 14
Nc1nc(-c2ccc3c(c2)OCO3)cs1 | nt | -5 | -6
CCOC(=O)c1cnc2ccccc2c1N(C)CC(=O)NC(C)(C)C | nt | 8 | -7
Cc1[nH]c2c(CN3CCC(CNS(C)(=O)=O)C3)cccc2c1C (stereo not drawn) | nt | 6 | -7
O=C(NCc1ccncc1)c1coc(CN(CCc2c[nH]c3ccccc23)Cc2ccc(F)cc2)n1 | -6 | 17 | 0
COCCn1c(SCC(=O)Nc2nc3ccc(C)cc3s2)nc2c(c1=O)SC(C)C2 (stereo not drawn) | nt | 5 | -7
COCCN(CC(=O)Nc1nc(CC(=O)Nc2ccc(F)cc2)cs1)C(=O)c1ccc(OC)cc1 | -4 | -12 | 0
CCCCCC(=O)Nc1ncc2c(n1)CC(C)(C)CC2=O | -3 | 16 | -10
Cc1cc(C)c(C)c(S(=O)(=O)N2CCC(C(=O)N3CCc4sccc4C3)CC2)c1C | -4 | 1 | -1
CN(C)Cc1ccc(C(=O)N2CC(c3ccncc3)C2)o1 | -12 | -1 | -6
O=[N+]([O-])c1c[n+]([O-])n(-c2cccc(C(F)(F)F)c2)n1 | nt | -12 | -1
CCCc1cc(CNC(=O)c2ccc(N3CCC(C(C)N(C)C)CC3)nc2)on1 (stereo not drawn) | nt | 8 | -11
O=C(NCCc1cccc(C(F)(F)F)c1)C1CCC(=O)N(C2CC2)C1 (stereo not drawn) | -7 | 16 | -3

Structural class, the entries above with an NH in an aromatic ring (5)
compound | mcGAS inh | NPYLR7 agonist | hcGAS lum
CC(Sc1n[nH]c(=O)n1C1CC1)C(=O)N1CCCc2ccccc21 (stereo not drawn) | -10 | 0 | -14
CNC(=O)CSc1nnc2[nH]c(=O)c3c(n12)CCCC3 | -8 | -6 | -4
O=C(Cc1c[nH]c2ccccc12)Nc1ccc(Nc2cc(-n3ccnc3)ncn2)cc1 | -11 | -15 | -4
Cc1[nH]c2c(CN3CCC(CNS(C)(=O)=O)C3)cccc2c1C (stereo not drawn) | nt | 6 | -7
O=C(NCc1ccncc1)c1coc(CN(CCc2c[nH]c3ccccc23)Cc2ccc(F)cc2)n1 | -6 | 17 | 0

Continuation:
compound | mcGAS inh | NPYLR7 agonist | hcGAS lum
CN1CC2(CCCN(Cc3ccc(C4CCCC4)s3)CC2)OC1=O (stereo not drawn) | -4 | 7 | -3
CCS(=O)(=O)Oc1ccc(CNC2CC2)cc1 | nt | 3 | -2
CCOC(=O)CCC(=O)N1CCN(C(C(=O)Nc2ccc3c(c2)OCO3)C2CCCC2)CC1 (stereo not drawn) | -3 | 1 | -2
O=C(CCC1CCCO1)N1CCCN(Cc2cscn2)CC1 (stereo not drawn) | nt | 11 | -5
Cc1nsc(NC(=O)N2CCN(Cc3ccc(F)cc3)C(=O)C2)n1 | nt | -4 | -2
Cc1c(C)n2c3c(=O)n(CCCO)c(=O)n(C)c3nc2n1C(C)C | nt | 4 | -9
Nc1c(/C=N\NC(=O)c2ccncc2)ccc2c1C(=O)c1ccccc1C2=O | -3 | -8 | -6
CCn1cc2nc(OC)c(CNC(=O)c3cn4c(C)cccc4n3)cc2c1O | nt | 7 | -4
C=CCn1c(=NC(=O)c2ccc3ncsc3c2)sc2cc(S(C)(=O)=O)ccc21 | nt | 3 | -6
CC1CCN(c2ccc(NC(=O)c3ccc([N+](=O)[O-])cc3Cl)cc2C(=O)NCC2CCCO2)CC1 (stereo not drawn) | -5 | nt | -9
O=C1CC(c2cccs2)CC2=Nc3ccccc3NC(c3ccsc3)C12 (stereo not drawn) | nt | 0 | 2
CC(Nc1nc(Cc2ccccc2)nc2cc(Cl)ccc12)c1ccccc1 (stereo not drawn) | -10 | nt | -5
Cn1c(=O)c2c(nc(N3CCN(c4ccccc4)CC3)n2CCSc2ncccn2)n(C)c1=O | -7 | nt | -6
CN1CCN(c2cc(=O)n(-c3ccccc3Cl)c(=O)[nH]2)CC1 | nt | 8 | -3
COc1cccc(-c2cnc(-c3cccc(CNC(=O)c4ccc(C(F)(F)F)c(F)c4)c3)[nH]2)c1 | -5 | 3 | -1
O=C(Nc1cn[nH]c1)c1ccc(F)c(S(=O)(=O)NC2CC2)c1 | nt | 9 | -7
CCCNC(=O)N1CCN(c2nc3c(s2)CN(C(=O)CC)CC3)CC1 | -6 | nt | -6
COc1ccc(N2CCN(C(=O)c3cc(-c4ccc(C)c(C)c4)nn3-c3ccc(C)cc3C)CC2)cc1 | -5 | -3 | 1
